Screening results from PubChem.
NR2F2 inh = NR2F2 (human) inhibition, primary screen; hit rate 0.7% among 370,000; inhibition, % at 8.6 µM; HEK293T NGFI-A luciferase reporter, luminescence;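 active = inhibition above a per-plate cutoff, mean inhibition of test wells between control levels plus 3 SD, cut at about 38% in these data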;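 also: cells cotransfected with COUP-TFII expression vector driving the NGFI-A reporter; 0% = median of COUP-TF2 test wells and 100% = reporter-only cells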
Target sequence (P24468 whole entry, looked up): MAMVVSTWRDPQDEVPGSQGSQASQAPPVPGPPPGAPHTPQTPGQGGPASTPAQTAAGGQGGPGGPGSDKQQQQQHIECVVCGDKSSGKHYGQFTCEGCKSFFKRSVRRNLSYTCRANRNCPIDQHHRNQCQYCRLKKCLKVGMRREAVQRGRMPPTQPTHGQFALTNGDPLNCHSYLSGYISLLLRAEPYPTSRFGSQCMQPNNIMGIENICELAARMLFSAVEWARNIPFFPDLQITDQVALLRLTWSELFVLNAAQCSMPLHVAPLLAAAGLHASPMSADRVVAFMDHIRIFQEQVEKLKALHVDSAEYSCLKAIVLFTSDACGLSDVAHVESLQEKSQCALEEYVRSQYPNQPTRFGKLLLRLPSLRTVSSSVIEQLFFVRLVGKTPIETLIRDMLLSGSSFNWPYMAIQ
CF NFkB inh = blocks PAF-induced NF-kB reporter in cystic fibrosis cells; KKLEB NF-kB-GFP reporter, GFP fluorescence overnight; inhibition, % at 5 µM; hit rate 0.86% among 360,000; AID 588850;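 active = at least 50% inhibition at 5 µM, scaled per plate between neutral and stimulator controls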;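 also: PAF is a Pseudomonas aeruginosa culture filtrate used as stimulus; plate controls were PAF-stimulated DMSO wells for no effect and unstimulated DMSO wells for full effect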
KKLEB tox = CF airway cell cytotoxicity counter-screen; hit rate 0.36% among 360,000; activity change (cytotoxicity), % at 5 µM; KKLEB CF airway cells viability, ATPlite luminescence, overnight; stronger effect = lower value; cells stimulated with P. aeruginosa culture filtrate; AID 602141;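 active = corrected activity change at or below -50% at 5 µM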
LMP1 NFkB inh = reduces LMP1-driven NF-kappaB luciferase signal | LMP1-induced NF-kappaB luciferase reporter cells, luminescence | inhibition, % at 12.5 µM | hit rate 0.69% among 350,000; in the data active = inhibition above about 41%;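 also: 0% = neutral control wells and 100% = reference inhibitor control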
NCOA1 inh = inhibits human SRC1 coactivator; inhibition, % at 3.6 µM; HEK293 GAL4-SRC1 luciferase reporter, luminescence; hit rate 0.12% among 360,000;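 active = inhibition above the campaign mean plus 3 SD, with each screening campaign given its own cutoff, cut at about 60% in these data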;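 also: 0% = DMSO treated cells and 100% = gossypol at 36 µM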
TROY signal inh = blocks TROY-dependent signaling in reporter cells; Q293 LMP1-TROYcd NF-kB luciferase reporter, 4 h; hit rate 0.98% among 360,000; AID 1347056; inhibition, % at 10 µM;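 active = compounds whose plate-normalised and pattern-corrected inhibition of the luciferase reporter signal at the single screening dose is 50% or more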
Shn3 3UTR inh = inhibitors of Schnurri-3 3'UTR reporter in osteoblasts; Clone20 osteoblast Shn3 3'UTR firefly luciferase, 24 h; inhibition, % at 12.5 µM; hit rate 0.52% among 360,000; AID 588674;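 active = mean inhibition of at least 75% with every replicate also reaching 75%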;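 also: 0% = median of neutral control wells and 100% = pilot-screen positive control compound; some compounds past the cut are filed as inactive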
TRAIL sens C8 = sensitizes caspase-8 expressing cells to TRAIL; NB7+C8 cells + TRAIL, ATPlite viability luminescence; inhibition (viability loss, TRAIL sensitization), % at 10 µM; hit rate 1% among 360,000; AID 624354;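 active = compounds causing at least 50% loss of cell viability in the single-dose screen, relative to plate controls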
NR5A2 inv ag = suppresses constitutive activity of human LRH-1 | inhibition, % at 3.6 µM | O00482 | HEK293T StAR-luciferase reporter, LRH-1 transfected, 24 h | AID 602396 | hit rate 0.13% among 360,000;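 active = inhibition above the mean inhibition of all tested compounds plus 3 SD, cut at about 73% in these data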;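 also: 0% = DMSO wells and 100% = reporter-only cells lacking LRH-1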
Target sequence (O00482 whole entry, looked up): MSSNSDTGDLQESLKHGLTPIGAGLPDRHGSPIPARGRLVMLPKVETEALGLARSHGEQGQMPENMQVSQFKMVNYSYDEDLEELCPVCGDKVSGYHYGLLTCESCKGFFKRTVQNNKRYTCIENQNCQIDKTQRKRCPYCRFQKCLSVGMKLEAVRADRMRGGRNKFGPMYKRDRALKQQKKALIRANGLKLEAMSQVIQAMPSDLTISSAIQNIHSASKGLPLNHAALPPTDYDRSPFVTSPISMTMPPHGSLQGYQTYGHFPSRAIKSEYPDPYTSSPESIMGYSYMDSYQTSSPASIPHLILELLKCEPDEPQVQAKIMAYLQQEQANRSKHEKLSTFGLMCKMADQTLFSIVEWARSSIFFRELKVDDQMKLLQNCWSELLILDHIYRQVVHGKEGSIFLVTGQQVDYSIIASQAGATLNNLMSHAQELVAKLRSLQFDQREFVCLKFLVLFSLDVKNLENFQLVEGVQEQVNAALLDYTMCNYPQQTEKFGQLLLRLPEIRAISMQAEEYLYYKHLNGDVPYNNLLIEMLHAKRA
TWEAK Fn14 block = TWEAK-Fn14 signaling inhibition. TWEAK-stimulated Fn14 reporter cells, luciferase luminescence, 8 h. inhibition, % at 10 µM. hit rate 2% among 360,000; in the data active = inhibition above about 50%
SRC3 inh = human NCOA3 inhibition; Q9Y6Q9; HEK293 GAL4-SRC3 luciferase reporter, luminescence; inhibition, % at 3.6 µM; hit rate 0.17% among 360,000; AID 588352;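 active = inhibition above a per-campaign cutoff, the mean of all compounds plus 3 SD, cut at about 60% in these data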;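 also: 0% = DMSO-treated cells and 100% = gossypol-treated cells at 36 µM; higher means less SRC3-driven luciferase light from the GAL4 reporter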
The depositor's hits bear a star; . = no result given. These rows are one share of the data; count on the stated rates, not on these rows.

SMILES	TROY signal inh	Shn3 3UTR inh	NR2F2 inh	LMP1 NFkB inh	TRAIL sens C8	TWEAK Fn14 block	CF NFkB inh	SRC3 inh	KKLEB tox	NR5A2 inv ag	NCOA1 inh
Cc1ccc(C)c(SCC(=O)Nc2nnc(-c3ccccc3)o2)c1	-14	-1	-11	5	8	-48	3	7	-2	4	-7
O=C(OCc1cn(-c2ccc(Cl)c(Cl)c2)nn1)c1ccccc1Cl	-40	-5	9	2	1	-5	7	-5	0	-12	-3
COC(=O)c1scc(S(=O)(=O)c2ccccc2)c1N	8	3	-13	-2	-5	27	5	18	-2	2	-13
NC(=S)Nc1cccc2cc3ccccc3cc12	-21	-42	-20	-18	16	-43	-130	-26	-3	-14	-25
CCN1/C(=C2/SC(=S)N(NC(C)=O)C2=O)Sc2ccc(Cl)cc21	1	12	-2	-7	-3	0	-76	-2	14	14	-18
CCN(C(=O)COC(=O)c1ccc(OC)c(S(=O)(=O)N2CCCc3ccccc32)c1)C1CCS(=O)(=O)C1 (stereo not given)	19	6	4	2	-7	-1	8	11	5	-2	-7
O=C(Cn1cnc2scc(-c3ccc(Cl)cc3)c2c1=O)N1CCOCC1	0	11	-20	-30	1	13	6	-6	-2	-5	0
N#Cc1ccc(NC(=O)c2nc(-c3ccccc3)n(-c3ccccc3)n2)cc1	-7	9	2	-1	3	-19	-1	9	-8	-1	-8
CCC(CC)NC(=O)CSc1nnc(-c2ccc(OC)cc2)n1C(C)C	-13	16	2	2	-3	8	-7	-26	4	3	9
COc1cc(NC(=O)C2CCCN(S(=O)(=O)c3cnc[nH]3)C2)cc(OC)c1 (stereo not given)	-9	-24	4	-5	-2	-9	2	3	0	16	6

Nothing new here: 2 of the compounds above.
SMILES	TROY signal inh	Shn3 3UTR inh	NR2F2 inh	LMP1 NFkB inh	TRAIL sens C8	TWEAK Fn14 block	CF NFkB inh	SRC3 inh	KKLEB tox	NR5A2 inv ag	NCOA1 inh
Cc1ccc(C)c(SCC(=O)Nc2nnc(-c3ccccc3)o2)c1	-14	-1	-11	5	8	-48	3	7	-2	4	-7
O=C(OCc1cn(-c2ccc(Cl)c(Cl)c2)nn1)c1ccccc1Cl	-40	-5	9	2	1	-5	7	-5	0	-12	-3

(list continues)
SMILES	TROY signal inh	Shn3 3UTR inh	NR2F2 inh	LMP1 NFkB inh	TRAIL sens C8	TWEAK Fn14 block	CF NFkB inh	SRC3 inh	KKLEB tox	NR5A2 inv ag	NCOA1 inh
CCOC(=O)N1CCc2c(sc3c2c(=O)n(Cc2ccccc2)c(=O)n3Cc2cccc(C)c2)C1	13	9	31	-3	-1	13	36	-6	-11	4	1
Cc1cc(C)c(C(=O)c2ccc(C(=O)NC(C)(C)C)cc2)c(C)c1	-7	4	-29	-8	28	-5	8	5	-11	10	-4
CCS(=O)(=O)c1ccc2c(c1)N(S(C)(=O)=O)CC(C(=O)NC1CC1)O2 (stereo not given)	-3	-16	-3	-3	-9	12	4	-15	-7	1	2
Cc1[nH]c2ccccc2c1C1(O)C(=O)N(C(C)C)c2ccccc21 (stereo not given)	17	-8	3	-3	1	32	-2	9	-15	8	-11
Cc1c(OCC(=O)OC(C)C)ccc2c3c(c(=O)oc12)CCC3	-24	.	-13	-10	1	-8	-4	3	4	2	-20
CCN1CCN(C2=NC(=O)/C(=C/c3ccc(C)o3)S2)CC1	-11	-16	0	-1	1	-4	0	9	4	0	8
O=C1CN(C(=O)COC(=O)COc2ccc3c(c2)CCC3)c2ccccc2N1	4	1	0	-4	-6	-7	0	20	4	12	6
CCN1C(=O)c2n[nH]c(C(=O)OC)c2C1=O	-4	-7	-6	1	3	11	-5	-10	-3	-3	8
COc1ccc(C)cc1Nc1nc(N)c2cc(OC)c(OC)cc2n1	-14	0	.	12	15	-19	-19	-1	-6	-4	2
CCOCCCNC(=O)c1cc(Sc2ccc(F)cc2)nc2ccccc12	5	18	15	-9	1	20	-18	11	14	6	-25
O=C(O)c1ccc(/C=C/c2ccc3cccc(O)c3n2)cc1	-22	-98	-31	-8	3	15	6	-85	2	-131	-73
CCc1ccc(NS(=O)(=O)c2c(C(=O)N3CCOCC3)c(C)n(C)c2C)cc1	1	7	-4	4	-6	4	-5	22	8	-1	-3
CC(=O)Nc1c(O)c2ccccc2[nH]c1=O	4	-5	-18	-7	19	7	-2	-1	6	5	-13
CC(=O)c1cn(CC(=O)NCC2CCCO2)c2ccccc12 (stereo not given)	6	2	7	-2	4	6	-10	3	-1	10	6
O=C(Nc1cc2c3c(c1)CC(=O)N3CCC2)c1ccccc1C(F)(F)F	4	-7	-2	-4	17	-4	2	23	2	-3	-4
CC1CCc2[nH]c3ccc(C(=O)N4CCCC(C(F)(F)F)C4)cc3c2C1 (stereo not given)	-15	11	10	-14	-2	-23	-26	3	14	14	-13
Cc1cccc(C)c1NC(=O)C(c1ccccc1)N1CCOCC1 (stereo not given)	7	19	-20	3	-12	2	6	-12	-12	4	-36
COc1cccc(C(=O)Nc2ccncc2)c1OC	-11	-47	6	-3	-23	-3	-12	-9	-5	3	-15
NC(=O)CCCc1nc(-c2ccccc2)no1	-2	-37	13	-1	-1	-3	-8	12	0	-11	3
CCc1nnc(NC(=O)c2cc(S(=O)(=O)N3CCOCC3)ccc2N2CCCCC2)s1	-7	3	1	-9	3	8	-3	12	-6	-21	2
O=C(NCC(=O)N(c1ccc(F)cc1)C(C(=O)NC1CCCC1)c1cccnc1)c1cccs1 (stereo not given)	-5	-13	-11	3	-6	7	-8	-29	1	2	-2
CN1CCC2CC1c1cc(-c3ccc(C(F)(F)F)cc3)ccc12 (stereo not given)	4	5	3	2	2	11	10	-1	-2	12	-13
Cc1nccn1CCC1CCCCN1C(=O)CCc1nnc(-c2ccsc2)o1 (stereo not given)	4	-5	-8	5	1	-15	13	19	-10	-9	-2
Cc1ccc(NC(=S)N/N=C/c2ccc(Cl)c([N+](=O)[O-])c2)cc1	-14	1	3	10	-21	-15	-13	18	17	5	2
COC(=O)c1cc(Cl)c(NC(=O)Cc2ccccc2)cc1OC	4	10	-2	-2	-10	4	-15	-33	8	-10	1
CCOc1cc(-c2cc(-c3ccc(OC)cc3)nc(N)c2C#N)ccc1O	32	23	-15	4	-3	38	12	11	-19	3	8
O=C(CCC1CCCC1)Nc1cccn(Cc2ccccc2Br)c1=O	-5	5	-6	-4	14	-12	11	2	-13	-7	12
O=C(/C=N/NC(=O)c1ccc(Cl)cc1Cl)c1ccccc1	-40	-73	-57	-3	-1	-19	-4	-21	2	-13	-21
COc1cccc(-c2nc(CS(=O)(=O)CC(=O)Nc3cccc(C(C)=O)c3)c(C)o2)c1	-4	-9	11	-2	4	-8	-9	-40	5	12	-2
O=C(OCCCc1cc2ccccc2c(=O)o1)c1ccccc1C(F)(F)F	-46	8	-23	3	-20	-42	-3	4	4	7	-14
O=C(c1ccccc1)N1CCN(C2CC3CCC2C3)CC1 (stereo not given)	8	-3	-13	-6	6	5	-5	4	-6	-1	4
COc1cc(C2Nc3cc(C)c(C)cc3NC3=C2C(=O)CC(C)(C)C3)ccc1OC(C)=O (stereo not given)	-51	2	-27	3	4	-11	4	-21	7	-21	-27
COCCCNC(=O)Cn1nc(-c2cccc(OC)c2)ccc1=O	1	-9	2	5	-15	16	-6	-4	4	-8	4
CCc1nccn1S(=O)(=O)c1cc(OC)c(Cl)cc1OC	2	-29	-7	-11	-6	20	-1	9	2	-6	15
Cn1c(=O)oc2cc(S(=O)(=O)Nc3cccc(F)c3)ccc21	-6	-8	5	-3	10	-3	-30	1	15	18	-4
Cc1ccc(N(CCO)C(=S)Nc2ccccc2)cc1	46	-1	15	-3	-1	20	2	3	4	-7	1
O=C1CSCC(=O)N1c1ncc(C(F)(F)F)cc1Cl	2	-9	6	0	6	-8	4	8	-4	13	7
O=S(=O)(Nc1nc2ccccc2nc1NCC1CCCO1)c1ccccc1 (stereo not given)	5	14	9	-3	16	-2	-3	3	3	2	5
CCN(CC)c1ccc(/C=C/c2cc(-c3ccccc3)c3ccccc3n2)cc1	8	14	-3	-7	-2	15	-97	8	-9	15	7
COc1ccc(NC(=O)CC2C(=O)N(C)C(=S)N2Cc2ccco2)cc1 (stereo not given)	9	-16	0	-2	-3	-15	9	17	-3	6	-15
OC(c1ccc(Cl)c(F)c1)c1ncc(-c2cccc(C(F)(F)F)c2)[nH]1 (stereo not given)	38	14	-12	.	-1	13	31	-14	-6	-20	-2
COc1ccc(S(=O)(=O)Nc2ccccc2C(N)=O)cc1OC	6	-15	5	-3	19	3	-12	12	12	11	-20
COc1ccc(OC)c(N(CC(=O)N2CCN(Cc3ccccc3)CC2)S(C)(=O)=O)c1	2	6	-11	11	0	1	4	18	-3	18	9
Cc1cccc(C)c1NC(=O)CSc1nnc(-c2ccco2)n1N	20	-7	-6	-7	-7	-7	4	9	1	-2	-8
O=C(NCc1ccccc1)c1ccc(S(=O)(=O)Nc2cccc(C(F)(F)F)c2)cc1	34	26	12	10	-2	-5	-2	8	2	5	4
COc1ccc(CCn2c(C)cc(C(=O)CSc3nnnn3-c3ccccc3)c2C)cc1OC	5	79	8	13	27	20	10	19	-10	-9	5
Cc1ccc(-c2csc(Cc3nc(-c4cc5ccccc5oc4=O)cs3)n2)cc1	-65	52	-2	36	9	23	-15	11	-6	14	10
CNC(=O)c1ccc(-c2ccc(OC)cc2)s1	-50	-61	-74	-17	31	-9	-23	-56	3	-152	-76
CCC(=O)NC1(C(F)(F)F)C(=O)Nc2c1c(=O)[nH]c(=O)n2CC(C)C (stereo not given)	12	-4	6	6	-2	1	4	10	-5	5	18
O=C(Nc1cccc(S(=O)(=O)Nc2ccc(Cl)cc2)c1)c1ccccn1	27	38	24	9	24	20	-15	-9	-4	0	10

(listing goes on)
SMILES	TROY signal inh	Shn3 3UTR inh	NR2F2 inh	LMP1 NFkB inh	TRAIL sens C8	TWEAK Fn14 block	CF NFkB inh	SRC3 inh	KKLEB tox	NR5A2 inv ag	NCOA1 inh
CCOC(=O)c1ccc(CN(Cc2ccc(C)cc2)S(=O)(=O)c2cccc([N+](=O)[O-])c2)cc1	-1	9	4	-4	8	22	9	1	0	-4	-12
COc1cc(C(C)=O)ccc1OCC(=O)Nc1ccc2nc(C)sc2c1	-18	2	8	0	0	-17	-22	7	4	-14	3
Cc1ccc(CNC(=O)c2ccc(F)c(S(=O)(=O)N3CCOCC3)c2)cc1	-33	-1	2	7	3	-18	4	-15	-10	10	-2
O=C(NCCc1ccccc1)c1ccccc1NS(=O)(=O)N1CCCC1	-38	-28	-31	-11	-14	-27	10	-62	9	-41	-21
COCCNc1nc(Nc2ccc(C)cc2C)c2sccc2n1	14	50	7	.	6	10	23	2	-22	20	2
CS(=O)(=O)N(CC(=O)NCc1ccccc1Cl)C1CCCCC1	23	-20	8	2	-17	-3	-3	-16	-1	5	-13
COc1cccc(CNC(=O)CCC(=O)N2CCOCC2)c1	1	-17	22	6	6	-31	4	0	8	4	2
CC(C)=CCCC(C)CN1CCC(O)CC1 (stereo not given)	4	2	-11	-2	0	-6	21	-8	2	-28	-17
CCOC(=O)N1CCC(NC(=O)Cc2ccccc2)CC1	4	-2	7	0	6	-2	15	3	-2	8	-37
O=[N+]([O-])c1ccc(OCCn2cnc3ccccc32)cc1	-5	8	6	3	-1	-5	-16	12	-3	-7	11
